CHRM1 agonist: human M1 muscarinic receptor agonists, primary screen, Fluo-8 calcium fluorescence, CHO-K1 cells, HTS | Muscarinic acetylcholine receptor M1 (Homo sapiens), P11229 | CHO-K1 hM1, agonist mode; 0% DMSO, 100% acetylcholine EC100 | activation, % at 3 µM | 360,000 tested, 0.33% active | AID 588814, 2011;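 active means activation above the run's mean compound activation plus 3 SD, cut at about 16% in these data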;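 further: peak over basal fluorescence ratio within a 140 s kinetic read after compound addition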
CHRM4 agonist: human M4 muscarinic receptor agonists, primary screen, CHO-K1 cells, Fluo-8 calcium fluorescence; 360,000 tested, 0.14% active; CHO-K1 hM4/Gqi5; vehicle 0%, full acetylcholine response 100%; activation, % at 3 µM;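 active means activation above the run mean over all test wells plus 3 SD, cut at about 32% in these data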;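 further: peak over basal fluorescence ratio per well then scaled between controls; 0% = DMSO wells and 100% = acetylcholine at EC100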
Target sequence (P08173 whole entry, looked up): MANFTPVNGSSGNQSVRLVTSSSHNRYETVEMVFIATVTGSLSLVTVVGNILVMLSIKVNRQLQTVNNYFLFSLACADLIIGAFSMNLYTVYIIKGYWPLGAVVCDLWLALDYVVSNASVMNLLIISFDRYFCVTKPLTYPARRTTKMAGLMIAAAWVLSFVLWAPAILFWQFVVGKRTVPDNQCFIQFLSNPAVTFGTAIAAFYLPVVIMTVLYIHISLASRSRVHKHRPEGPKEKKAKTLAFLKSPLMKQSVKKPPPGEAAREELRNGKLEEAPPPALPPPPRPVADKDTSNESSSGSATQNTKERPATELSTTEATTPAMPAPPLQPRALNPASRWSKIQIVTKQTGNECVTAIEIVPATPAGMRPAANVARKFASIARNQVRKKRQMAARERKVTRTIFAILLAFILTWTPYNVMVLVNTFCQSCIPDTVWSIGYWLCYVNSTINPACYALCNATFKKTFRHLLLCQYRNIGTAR
CHRM1 antagonist: human M1 muscarinic receptor antagonists, primary screen, CHO-K1 cells, Fluo-8 calcium fluorescence, 1536-well. Muscarinic acetylcholine receptor M1 (Homo sapiens), P11229. 360,000 tested, 1.3% active. AID 588852, 2011. inhibition, % at 3 µM. CHO-K1 hM1, ACh EC80 antagonist;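 active means percent inhibition above its own plate's cutoff, namely the mean of that plate's compound wells plus 3 SD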;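 further: peak over basal fluorescence ratio during 140 s after agonist addition; 0% = ACh EC80 plus DMSO and 100% = DMSO alone without agonist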
M5 antag: human M5 muscarinic receptor antagonists, primary screen, CHO cells, Fluo-8 calcium fluorescence. Muscarinic acetylcholine receptor M5 (Homo sapiens), P08912. CHO-hM5 cells, ACh EC80. inhibition, % at 3 µM. 360,000 tested, 0.59% active. AID 624040, 2012;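 active means inhibition above a per-plate cutoff, the mean of that plate's test compounds plus 3 SD, cut at about 27% in these data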;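 further: 0% = acetylcholine EC80 with DMSO and 100% = DMSO without agonist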
CHRM5 agonist: human M5 muscarinic receptor agonists, primary screen, CHO-K1 cells, Fluo-8 calcium fluorescence; Muscarinic acetylcholine receptor M5 (Homo sapiens), P08912; CHO-K1 hM5 cells; 0% DMSO wells, 100% maximal acetylcholine response; activation, % at 3 µM; 360,000 tested, 0.19% active; AID 624037, 2012;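 active means activation above the run's mean over test compounds plus 3 SD, cut at about 23% in these data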;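 further: signal is peak over basal fluorescence ratio across the kinetic read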
TAAR1 agonist: human TAAR1 agonists, primary screen, Fluo-8 calcium fluorescence, CHO RD-HGA16 cells | 360,000 tested, 0.99% active | vehicle wells 0%, saturating PEA agonist 100% | activation, % at 3 µM | AID 624467, 2012;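 active means activation above the mean activation of all test compounds in the run plus 3 SD, cut at about 38% in these data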
Target sequence (Q96RJ0 whole entry, looked up): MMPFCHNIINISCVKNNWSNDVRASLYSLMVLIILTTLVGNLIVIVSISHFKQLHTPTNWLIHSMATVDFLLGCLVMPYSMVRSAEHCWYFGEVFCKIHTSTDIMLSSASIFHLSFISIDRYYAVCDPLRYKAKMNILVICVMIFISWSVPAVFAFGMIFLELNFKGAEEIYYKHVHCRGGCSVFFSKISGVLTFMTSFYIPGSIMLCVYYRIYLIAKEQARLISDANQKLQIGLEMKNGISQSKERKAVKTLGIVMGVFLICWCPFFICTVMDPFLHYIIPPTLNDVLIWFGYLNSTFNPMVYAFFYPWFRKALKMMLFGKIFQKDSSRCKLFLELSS
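Assay system – CHO-derived RD-HGA16 cells with stable Gα16 and human TAAR1 · Compound dosing – one-point dosing at 3 µM (nominal) · Incubation – 17-24 h seeding, 75 min 37 °C dye, 30 min RT · Measured by – kinetic Fluo-8 calcium fluorescence · Control set – DMSO vehicle as 0%, PEA at EC100 as 100% · Repeats – single well for each compound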
M5 PAM: human M5 muscarinic receptor positive allosteric modulators, primary screen, CHO-K1 cells, Fluo-8 calcium fluorescence | Muscarinic acetylcholine receptor M5 (Homo sapiens), P08912 | CHO-K1 hM5, ACh EC20 PAM; 0% = ACh EC20, 100% = ACh EC100 | activation, % at 3 µM | 360,000 tested, 0.3% active | AID 624038, 2012;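 active means activation above the run cutoff, the mean activation of all test compounds plus 3 SD, cut at about 18% in these data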
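system = human M5 receptor in CHO-K1 cells | compound = one concentration, 3 µM final (nominal) | schedule = Post-acetylcholine fluorescence recording 140 s | signal = Fluo-8 calcium dye fluorescence, kinetic read | benchmarks = low control EC20 acetylcholine (0%), high control EC100 acetylcholine (100%) | repeats = singlicate, one well per test compound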
CHRM4 antagonist: human M4 muscarinic receptor antagonists, primary screen, CHO cells, Fluo-8 calcium fluorescence; CHO-hM4 cells, ACh EC80; inhibition, % at 3 µM; 360,000 tested, 0.73% active; AID 624125, 2012;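 active means inhibition above its plate's cutoff, the mean inhibition of sample wells plus 3 SD, cut at about 27% in these data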;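 further: 0% = acetylcholine EC80 with DMSO and 100% = DMSO without agonist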
M1 PAM: human M1 muscarinic receptor positive allosteric modulators, primary screen, CHO-K1 cells, Fluo-8 calcium fluorescence, 1536-well | Muscarinic acetylcholine receptor M1 (Homo sapiens), P11229 | CHO-K1 hM1, ACh EC20; 0% = ACh EC20, 100% = maximal ACh | activation, % at 3 µM | 360,000 tested, 0.088% active; in the data active means activation above about 19%, passing the limit was not always enough
An asterisk follows results filed as active; . = not tested or not shown.

Under each structure: CHRM4 agonist	CHRM1 agonist	CHRM5 agonist	CHRM4 antagonist	M5 PAM	CHRM1 antagonist	M1 PAM	M5 antag	TAAR1 agonist
C[C@@H](C(=O)N=c1sc2ccccc2n1C)N1C(=O)C2CC=CCC2C1=O (stereo partly specified)
    3	-6	-3	4	-6	16	-9	14	0
CCN(C(=O)c1cccs1)C1CCS(=O)(=O)C1 (stereo unspecified)
    1	-2	1	1	-4	-2	0	12	0
O=C(COC(=O)c1ccc(CSc2ccc(Cl)cc2)cc1)Nc1ccccc1
    1	-3	1	1	0	-1	1	6	6
O=C(NCc1ccccc1)C(c1cccnc1)N(C(=O)c1csnn1)c1ccccc1 (stereo unspecified)
    2	-5	-2	3	0	-11	11	0	6
CC(=O)Nc1ccccc1C
    1	-2	0	-12	-1	0	-1	2	0
COc1ccccc1NC(=O)C(C)OC(=O)C1CCN(S(=O)(=O)c2ccc(C)c(C)c2)CC1 (stereo unspecified)
    0	-2	-2	-10	-4	-2	8	6	1
O=C(Nc1ccc(S(=O)(=O)N2CCCCC2)cc1)c1ccccc1Cl
    3	-4	0	5	-4	-11	11	4	9
COc1cccc(NC2=Nc3cccc4cccc2c34)c1
    0	-6	-5	-1	-3	-6	3	-2	7
Cc1cccc(N2CCN(C(=O)c3ccc4ncsc4c3)CC2)c1C
    2	-5	-1	-8	11	-34	10	-16	2
C=C(C)C1Cc2c(C)nn(-c3ccccn3)c2C1 (stereo unspecified)
    0	0	-2	2	3	-20	12	-1	8
CCOc1ccccc1NC(=O)CN1C(=O)COc2ccc(S(=O)(=O)N3CCOCC3)cc21
    2	-4	-5	-17	1	-8	8	9	1
CC1CCC(NC(=O)c2ccc(N3CCCC3=O)cc2)CC1 (stereo unspecified)
    0	-7	-1	8	-1	-11	8	5	20
CCOc1ccc(S(=O)(=O)N2CCC(C(=O)NCc3ccncc3)CC2)cc1Cl
    1	-7	-4	2	-4	1	-3	21	-4
Clc1cccc(OCc2nc(-c3ccncc3)n[nH]2)c1
    5	-3	3	-4	-1	-12	8	-4	12
CCc1ccc(N/C(SCc2cccc(F)c2)=C(/C#N)C(=O)NCc2ccco2)cc1
    1	0	0	5	-1	12	-5	7	11
O=c1cc(CO)oc(CN2CCN(CCO)CC2)c1O
    1	1	2	11	-2	-3	5	-3	5
CC(C)c1cc(Cn2c3ccccc3c(=O)n2C(C)Cn2cc(C3CC3)nn2)on1 (stereo unspecified)
    2	.	1	-11	2	.	.	-7	0
Clc1ccc(-c2cnc3cccnn23)cc1
    1	-3	-1	-3	2	0	1	5	-1
CC(=O)N1C[C@H]2CON(C)[C@H]2C[C@H]1c1cccc(-c2ccccc2C)c1
    1	-3	0	2	0	-1	1	-4	1
COc1ccc2[nH]cc(C(=O)CN3CCN(C(=O)c4ccco4)CC3)c2c1
    2	-2	2	3	-1	9	-2	0	2
COc1ccc(NC(=S)N2CCc3ccccc32)cc1OC
    2	-4	-4	-5	-6	-17	8	1	3
CC(C)(C)Sc1nc(O)cc(=O)[nH]1
    1	-2	0	9	6	-12	12	-5	3
COc1cccc(C2=NO[C@@H]3C(=O)N(c4ccc5c(c4)OCCO5)C(=O)[C@H]23)c1OC
    2	-2	1	0	-2	1	1	1	10
COc1ccc(NC(=O)c2[nH]c(C)c(C(C)=O)c2C)cc1Cl
    7	1	-2	-2	-7	0	4	-4	10
COCCN(C(=O)CCSc1ccc(F)cc1)c1c(N)n(Cc2ccccc2)c(=O)[nH]c1=O
    0	-4	1	-11	4	-18	15	0	0
COc1ccc(OC)c(Nc2cc(C)nc3nc(C)nn23)c1
    0	0	2	-15	3	-21	12	-5	-1
CCOC(=O)c1c(C)[nH]c(C)c1C(=O)COC(=O)/C=C/c1cccc(Cl)c1
    0	-8	-3	4	-7	2	-1	4	-1
Cc1ccccc1OCC(=O)OCC(=O)N1CCCc2ccccc21
    2	-6	-1	-3	-2	-6	5	3	0
OC(CNC1CCCC1)COCCOc1ccc(Br)cc1 (stereo unspecified)
    3	-4	-8	-8	7	-8	4	-4	2
COc1ccccc1Oc1coc2cc(OC(=O)N3CCOCC3)ccc2c1=O
    1	-2	-1	-3	-1	9	-4	1	4

Nothing new here: an excerpt of the list.
Under each structure: CHRM4 agonist	CHRM1 agonist	CHRM5 agonist	CHRM4 antagonist	M5 PAM	CHRM1 antagonist	M1 PAM	M5 antag	TAAR1 agonist
COc1ccc(OC)c(Nc2cc(C)nc3nc(C)nn23)c1
    0	0	2	-15	3	-21	12	-5	-1
CCOC(=O)c1c(C)[nH]c(C)c1C(=O)COC(=O)/C=C/c1cccc(Cl)c1
    0	-8	-3	4	-7	2	-1	4	-1
Cc1ccccc1OCC(=O)OCC(=O)N1CCCc2ccccc21
    2	-6	-1	-3	-2	-6	5	3	0

Carrying on:
Under each structure: CHRM4 agonist	CHRM1 agonist	CHRM5 agonist	CHRM4 antagonist	M5 PAM	CHRM1 antagonist	M1 PAM	M5 antag	TAAR1 agonist
O=C(Nc1ccc(S(=O)(=O)Nc2ncccn2)cc1)c1ccccc1Cl
    1	-4	-3	-1	-2	-11	5	8	1
Cc1nn2c(-c3ccc(Cl)cc3)nnc2s1
    0	-6	-3	6	-5	2	0	4	5
C[C@@H]1CN([C@H](C)CO)C(=O)Cc2cc(NC(=O)CCC(F)(F)F)ccc2O[C@@H]1CN(C)S(=O)(=O)c1ccccc1
    0	-4	4	18	-10	-11	11	16	3
C=CCC(=O)N1CCC(n2nccc2NC(=O)CCOc2ccccc2)CC1
    0	-3	-2	-1	-1	4	-2	23	3
O=C1/C(=C/c2ccc([N+](=O)[O-])cc2)CCC1C1CCCC1 (stereo unspecified)
    2	3	1	1	-1	-14	10	10	5
Nc1ncnc2c1ncn2C1OC(CO)C2OC21 (stereo unspecified)
    1	-5	0	-5	1	-6	7	0	3
O=C(NNc1cccc(Cl)n1)Nc1ccc(F)cc1
    2	0	3	6	-1	3	6	8	4
COC(=O)Nc1c(C)n(C)n(-c2ccccc2)c1=O
    1	2	2	10	0	-3	11	0	9
CC(C)(C)NNC(=S)Nc1ccc(S(=O)(=O)N2CCOCC2)cc1
    1	-6	2	3	-1	-9	11	4	1
CCOC(=O)c1cc(-c2ccco2)nc2c1c(C)nn2-c1cccc(Cl)c1
    1	-1	3	-1	0	-20	16	-1	0
CCS(=O)(=O)N1Cc2ccccc2CC1C(=O)N(C)CC(=O)Nc1ccc(F)c(F)c1F (stereo unspecified)
    1	1	-4	-1	2	-6	8	5	0
CN(C(=O)CSc1nnc(-c2c[nH]c3ccccc23)n1C1CC1)C1CCS(=O)(=O)C1 (stereo unspecified)
    1	-7	0	0	-3	-3	6	8	7
Cc1cc(C)cc(NS(=O)(=O)c2csc(C(N)=O)c2)c1
    1	-1	-1	0	-5	-3	6	11	7
CCc1nc2ccc(C(=O)Nc3ccc4c(c3)OCC(=O)N4)cn2c1N(CC)Cc1cccc(Br)c1
    1	-7	20	13	13	6	-2	13	-1
CCCn1c(=S)[nH]c2ccccc2c1=O
    1	-11	-3	-1	2	-5	6	-5	-2
CCOCCCNC(=O)c1ccc2nc(-c3ccc(OC)c(OC)c3)c(-c3ccc(OC)c(OC)c3)nc2c1
    10	-5	-1	1	-13	-9	4	3	6
Cc1nn(CC(=O)N2CCN(c3ccccc3)CC2)c(C)c1[N+](=O)[O-]
    2	-10	-3	37*	1	-24	20	7	-2
CCOCC(=O)NC1CCc2cc(OC(=O)COCC)c(OC)c(OC)c2-c2ccc(SC)c(=O)cc21 (stereo unspecified)
    0	-2	-1	-10	3	-11	4	0	0
C/C(=N\NC(=O)c1nnn(-c2nonc2N)c1CN1CCC(C)CC1)c1ccc(Br)cc1
    1	-1	0	-9	-7	-6	3	-2	2
COc1cccc(C(=S)N2CCCC2)c1OC
    0	-3	5	-4	2	-2	5	2	2
CCOC(=O)C1=C(COC(=O)c2sccc2C)NC(=O)NC1C (stereo unspecified)
    2	-6	1	6	2	-1	9	5	2
O=C(c1cccs1)N(Cc1cc2ccccc2[nH]c1=O)CC1CCCO1 (stereo unspecified)
    1	-6	-2	0	-3	10	-2	-2	9
CCOc1ccc(Nc2cc(C)c3ccccc3n2)cc1
    3	-9	-2	4	-8	4	-10	1	9
CCC(=O)Nc1nnc(/C=C/c2ccc(OC)cc2)s1
    1	-2	3	2	-1	5	0	7	1
O=c1sc(Nc2ccccc2)nc2ccccc12
    2	-3	4	3	5	-2	6	1	-1
O=c1cnnc(Nc2ccc(Nc3ccccc3)cc2)[nH]1
    0	-7	-1	2	-2	-7	4	0	-1
CN(CC(=O)Nc1ccccc1Br)C(=O)c1ccccc1OCc1ccccc1Cl
    9	-2	0	-8	-10	-8	10	5	3
O=S(=O)(Nc1nc2ccccc2nc1NCc1ccco1)c1ccc(F)cc1
    2	1	3	-1	-7	-12	5	1	0
Cc1cc(C)nc(-n2nc(C)c(Sc3ccc(F)cc3)c2N)n1
    2	3	3	3	7	-8	11	1	-3
CCCCNc1nc(CC(C)=O)ns1
    0	-2	-7	3	-5	2	2	3	7

(next part)
Under each structure: CHRM4 agonist	CHRM1 agonist	CHRM5 agonist	CHRM4 antagonist	M5 PAM	CHRM1 antagonist	M1 PAM	M5 antag	TAAR1 agonist
O=C(NCCc1csc(-c2ccc(C(F)(F)F)cc2)n1)c1cccs1
    5	-6	0	-3	-9	2	0	0	-1
Cc1nc2ccc3nc(NC(=O)c4ccco4)sc3c2s1
    1	-3	4	6	-5	8	-4	0	13
O=C(O)c1ccc(NC(=O)c2cn(-c3ccccc3)nc2-c2ccccc2)cc1
    8	-6	-2	0	-15	12	-19	17	10
COCCNC(=O)CCc1nnc(C2(c3ccc(Cl)cc3)CCC2)o1
    1	-7	-1	7	3	1	8	-3	10
NC(=O)C1(N2CCCCC2)CCN(C(=O)c2cc(COc3c(F)cccc3F)on2)CC1
    6	-5	4	-9	-5	4	-3	2	7
O=C(NCCN1CCOCC1)c1cc(-c2ccccc2Cl)nc2ccccc12
    1	-3	-2	1	-1	-12	9	4	1
COC(=O)C1=C(N)Oc2cc(C)[nH]c(=O)c2C1c1cccnc1 (stereo unspecified)
    0	-3	0	-2	1	-10	6	-3	-1
COc1ccc(S(=O)(=O)N2CCCCC2)cc1NC(=O)CCNC(=O)c1ccc(Br)cc1
    2	-2	4	-12	3	-3	5	-2	2

Screening data (PubChem BioAssay)

These rows are one share of the data. The share of hits here may be higher or lower than overall.
